esBAF inh = inhibitors of esBAF chromatin remodeling in mouse ES cells. Bmi1-luciferase knock-in reporter, 24 h; 100% = twice the neutral-well signal. reporter increase, % at 12.5 µM. 2% of 350,000 active. AID 602393; in the data active = activation above about 40%; inconclusive = no clear call, values can overlap the other calls;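 also: 0% = median of the plate's neutral control wells and 100% = double that signal; a rise in the Bmi1 reporter signal indicates esBAF inhibition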
RAD54 branch = blocks human RAD54 Holliday junction branch migration; FAM/BHQ fluorescence; 0.14% of 360,000 active; inhibition, % at 10.4 µM; AID 602329; Q92698;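 active = mean normalized replicate activity at least 40 and at least half of replicates scoring 40 or more; inconclusive = only one of the two criteria met; inactive = mean below 40 and under half of replicates reaching 40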;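 also: 0% = median of neutral control wells and 100% = median of positive control wells; inhibitors cause a drop in the FAM fluorescence signal; in these data hits start at about 50%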
Target sequence (Q92698 whole entry, looked up): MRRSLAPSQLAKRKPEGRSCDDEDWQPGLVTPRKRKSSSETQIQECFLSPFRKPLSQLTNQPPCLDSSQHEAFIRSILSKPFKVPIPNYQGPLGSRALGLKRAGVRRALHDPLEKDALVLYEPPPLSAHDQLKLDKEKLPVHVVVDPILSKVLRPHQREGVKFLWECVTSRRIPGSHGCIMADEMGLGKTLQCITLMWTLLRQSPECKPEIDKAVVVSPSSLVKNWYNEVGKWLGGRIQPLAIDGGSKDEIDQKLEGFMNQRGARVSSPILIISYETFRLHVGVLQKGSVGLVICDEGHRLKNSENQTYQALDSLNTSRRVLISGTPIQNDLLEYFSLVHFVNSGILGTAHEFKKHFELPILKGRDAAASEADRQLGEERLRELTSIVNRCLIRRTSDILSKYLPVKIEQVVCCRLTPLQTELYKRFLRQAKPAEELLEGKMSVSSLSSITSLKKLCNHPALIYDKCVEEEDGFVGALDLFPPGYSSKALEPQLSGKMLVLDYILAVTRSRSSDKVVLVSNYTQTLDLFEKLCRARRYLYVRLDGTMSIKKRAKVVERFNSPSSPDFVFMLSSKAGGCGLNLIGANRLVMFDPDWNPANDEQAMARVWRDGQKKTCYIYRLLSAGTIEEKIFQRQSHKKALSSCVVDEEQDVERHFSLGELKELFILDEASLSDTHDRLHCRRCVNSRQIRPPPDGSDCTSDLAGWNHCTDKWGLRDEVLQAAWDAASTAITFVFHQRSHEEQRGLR
The depositor's hits bear a star; ? = inconclusive. This is a subset; rates above refer to the full screens.

SMILES	esBAF inh	RAD54 branch
Cc1ccc(N/N=C/c2c(O)cc(C)oc2=O)cc1	7	-17
O=C(O)C1(NS(=O)(=O)c2ccc(F)c(Cl)c2)CCCCC1	1	-5
CCOC(=O)C1CCCN(C(=O)Cn2cnc3c2c(=O)n(C)c(=O)n3C)C1 (centres undefined)	-3	0
CCc1cc2c(NCCC(=O)O)nc(C)nc2s1	-5	-5
O=C(NCc1ccco1)c1cc(-c2ccccc2)c(N2CCOCC2)s1	-14	-10
COC(=O)c1ccc(CSc2ncnc3c2oc2ccccc23)o1	-1	0
O=C(Cc1cccs1)N(Cc1cccs1)C1(C(=O)NC2CCCCC2)CCCCC1	-10	-3
O=S(=O)(NCCCc1ccccc1)c1ccccc1	-2	1
COC(=O)CCC(=O)c1oc2ccc(Br)cc2c1N	11	-1
Cc1c(N=Cc2ccco2)c(=O)n(-c2ccccc2)n1C	-8	-12
Cc1cc(C(=O)CC#N)c(C)n1-c1ccc(OC(F)F)cc1	4	-5
CS(=O)(=O)c1ccc2nc(NC(=O)C3COc4ccccc4O3)sc2c1 (centres undefined)	36	-4
O=C1CN(C(=O)COC(=O)Cc2ccsc2)c2ccccc2N1	-8	-6
COC(=O)C1=C(C)NC(=O)CC1c1ccccc1 (centres undefined)	-6	1
Cc1cc(C)n(CC(=O)n2nc(C)cc2C)n1	-6	-14
O=S(=O)(c1cccc(-c2nnc(-c3ccc(Br)cc3)o2)c1)N1CCCCCC1	9	-6
O=C(Cc1ccccc1)Nc1c2c(nn1-c1cccc(Cl)c1)CS(=O)(=O)C2	-2	-3
Cc1nc(NC(=O)c2ccccc2)sc1-c1csc(NCc2ccco2)n1	35	-4
CCOC(=O)C1CCN(Cc2nc3ccccc3c(=O)n2-c2ccc(F)cc2)CC1	-4	-4
CCOC(=O)C1=C(C)NC(=O)NC1c1cc(C)sc1C (centres undefined)	-8	4
CCc1c(C)sc(NC(=O)c2ccco2)c1C(=O)N1CCCCC1	-7	-9
CN(C)S(=O)(=O)c1ccc(C(=O)Oc2ccccc2)cc1	2	1
CCCn1cc(S(=O)(=O)CC(=O)N2CCc3ccccc32)c2ccccc21	-3	-4
CCCCCCN1C(=O)C(O)=C(C(C)=O)C1c1ccc(Cl)cc1 (centres undefined)	0	9
Cc1cc(C)c2ccc(C)[n+]([O-])c2c1O	-8	1
Cc1ccc(-c2nnn(CC(=O)NCC3COCCO3)n2)o1 (centres undefined)	-4	-4
Cc1sc2nc(SCC(=O)NCCOCCO)n(C)c(=O)c2c1C	2	-9
Cc1cc2cc(C(c3nnnn3C3CCCC3)N(Cc3cccnc3)Cc3ccco3)c(=O)[nH]c2cc1C (centres undefined)	0	1
O=C(CP(=O)(CO)CO)c1ccc(Cl)cc1	4	-10
COCCn1c(=O)[nH]c2cc(C(=O)NCCCN3CCN(c4ccc(F)cc4)CC3)ccc2c1=O	1	-2
Cc1cc(Cl)ccc1OCC(=O)OC(C)C(=O)NC(N)=O (centres undefined)	-11	8
CCN(CC)S(=O)(=O)c1cccc(NC(=O)C2SC(=Nc3ccc(C)cc3C)C(C(=O)NC(C)COC)=C2N)c1 (centres undefined)	5	-4
O=C1NC(=O)/C(=C\c2ccccc2Oc2ccc(F)c(F)c2)S1	-2	5
CCOC(=O)CSc1nsc(SCC(=O)OCC)c1C#N	-3	-5
Cc1cccc(OCC2=N/C(=C\N(C)C)C(=O)O2)c1	19	-15
COc1ccc(-n2c(C)cc(C(=O)Cn3c(NCCO)nc4ccccc43)c2C)cc1	6	6
CC(=O)c1cc(F)c(N2CCCC2)cc1C	14	0
C=CCSC1=C(C#N)C2(CCCCC2)C(C#N)C(=O)N1 (centres undefined)	-9	-3
CC(=O)c1c(COC(=O)c2cccnc2)nc2ccccc2[n+]1[O-]	-2	-3
COc1ccc(-c2cn3ccsc3n2)cc1	32	1
CS(=O)(=O)N(CC(=O)N1CCCCCC1)c1cccc(Br)c1	-4	3
O=C1OCC(CO)(CO)N=C1NNc1cc(Cl)ccc1Cl	-2	15
Cc1cccc(Nc2nc(NC(C)C)nc(Oc3ccc(=O)n(C)n3)n2)c1	15	7
O=C(CCC(=O)N(Cc1ccco1)C(C(=O)NC1CCCC1)c1ccncc1)Nc1cccnc1 (centres undefined)	-9	2
O=C(O)C1C2CCC(C2)C1C(=O)NCc1ccco1 (centres undefined)	-1	-16
COc1ccc(NC(=O)CN2CCC(C(N)=O)(N3CCCCC3)CC2)cc1	5	9
CC(=O)Nc1nc(=S)n(-c2ccccc2)[nH]1	-8	-13
COc1ncnc2c1oc1nc(C(C)C)c3c(c12)CC(C)(C)OC3	-12	-1
COc1ccc(/C(C)=C(\C#N)C(=O)OC(C)C)cc1OC	-1	-17
CS(=O)(=O)Nc1nnc(Cc2ccccc2)s1	-3	-10

Other compounds follow.
SMILES	esBAF inh	RAD54 branch
O=C1N/C(=N\N=C\c2ccc3ncccc3c2)SC1Cc1ccc(SC(F)F)cc1 (centres undefined)	13	-7
CCC(=O)N1CCc2cc(S(=O)(=O)Nc3ccc4c(c3)OCCO4)ccc21	-35	-1
c1ccc2cc3[nH]c(CN4CCOCC4)nc3cc2c1	5	7
Cc1ccc(Cc2c(-c3ccc(C)cc3)nc3c(Cl)cc(C(F)(F)F)cn23)cc1	7	-5
COC(=O)c1ccc(C2Nc3ccc(/C(C)=N/NC(=O)C(OC)c4ccccc4)cc3C3C=CCC32)cc1 (centres undefined)	-10	7
O=C1c2ccccc2C(=O)C12Cc1ccccc1N1CCN(c3ccccc3)CC12 (centres undefined)	19	4
Clc1ccc(Cc2noc(CN3CCN(c4ccccc4)CC3)n2)c(Cl)c1	2	-15
Cc1cc(C)c(S(=O)(=O)Nc2ccc3c4c(cccc24)CC3)c(C)c1	-20	-1
CCCCCC(=O)NC(NC(=S)Nc1ccc(S(N)(=O)=O)cc1)C(Cl)(Cl)Cl (centres undefined)	6	-15
Cc1ccc(C(C)n2cc(C(=O)NCc3cccnc3)nn2)cc1 (centres undefined)	-4	2
Cc1cc(C)nc(N(C#N)CC(=O)N2CCC(C(N)=O)CC2)n1	-2	5
COc1ccccc1NC(=O)CNS(=O)(=O)c1ccccc1	-1	-1
CCOc1cc(N(CC)CC)ccc1/C=C(/C#N)c1nc2ccccc2[nH]1	7	-23
NCCCCCc1nnc(SCc2ccccc2Cl)o1	-62	-5
NCCCSC1=NCCCN1	-3	-4
C=CCn1c(N)c(C(=O)Nc2ccc(C)cc2)sc1=S	51*	2
C#CCOCCOCCOCCNc1nc(N2CCN(C(=O)[C@H](CCC(=O)O)n3cc(C(N)CC(C)C)nn3)CC2)nc(N2CCN(C(=O)[C@H](Cc3cc4ccccc4[nH]3)n3cc(C(N)[C@H](C)CC)nn3)CC2)n1 (some centres undefined)	3	7
Cc1ccc2c(c1)/C(=N/OS(=O)(=O)c1ccccc1)CCS2	-16	0
COc1ccc(CCC(=O)N2CC(C)OC(C)C2)cc1 (centres undefined)	-10	-6
COCCN(C(=O)Nc1ccccc1)c1ccccc1	0	2
CCOC(=O)c1cnc2c(-c3ccccc3)c(C)nn2c1N	29	6
N#Cc1cc2cc3c(cc2nc1SCC(=O)N1CCCC1)OCCO3	22	-5
COc1ccc(S(=O)(=O)Cc2ccccc2)cc1N	6	0
CN(C)C(=O)N1CCC(C(=O)NCc2ccc(F)cc2Cl)CC1	-7	7
CCOCCCNC(=O)C1CCN(S(=O)(=O)c2ccc(C)cc2)CC1	3	-2
O=C(Cn1ncc2c(=O)oc3ccccc3c21)N1CCN(c2ccccn2)CC1	-7	-6
CCN1CCN(Cc2cc(=O)oc3cc(C)cc(C)c23)CC1	-6	9
N#Cc1cnn(Cc2ccccc2)c1N	-13	2
O=C(CSc1ncnc2c1cnn2-c1ccccc1Cl)N1CCN(C(=O)c2ccco2)CC1	-2	7
CCC(CC)C(=O)Nc1cc(C(=O)NCCc2ccccc2)ccc1Cl	13	1
CCOc1ccc(NCc2nnc(SCC(=O)Nc3cc(C)on3)n2-c2ccc(OC)cc2)cc1	4	3
Cc1ccc2nc(-c3ccccc3)cn2c1	-85	-1
COC(=O)c1ccc(NC(=O)c2ccc(C)cc2)o1	?	-9
O=S(=O)(c1cccc(NC(=S)Nc2ccc(Br)cc2Cl)c1)N1CCOCC1	-12	-14
CCCCN(CC)C(=O)c1n[nH]c(=O)c2ccccc12	-8	4
COc1cc(OC)c(OC)cc1/C=C1\Oc2cc(OCC(=O)N3Cc4ccccc4C[C@H]3C(=O)O)ccc2C1=O	-1	-199
O=C(Nc1cccnc1)Nc1ccccc1Cl	30	-4
CC(=O)c1ccc(NS(=O)(=O)Cc2ccc(Cl)cc2)cc1	-5	-9
CCOC(=O)c1sc(N(Cc2ccccc2)C(=O)CSc2ncn[nH]2)nc1C	5	6
O=C1Nc2ccccc2C1(O)Cc1ccncc1 (centres undefined)	-11	-1

The last 4 entries of the section before come first, to join the parts:
SMILES	esBAF inh	RAD54 branch
O=C(Nc1cccnc1)Nc1ccccc1Cl	30	-4
CC(=O)c1ccc(NS(=O)(=O)Cc2ccc(Cl)cc2)cc1	-5	-9
CCOC(=O)c1sc(N(Cc2ccccc2)C(=O)CSc2ncn[nH]2)nc1C	5	6
O=C1Nc2ccccc2C1(O)Cc1ccncc1 (centres undefined)	-11	-1
COCCn1c(SCc2csc(-c3ccccc3)n2)nc2ccccc21	-21	-5
Cc1cccnc1NC(=O)/C=C/c1ccc2c(c1)OCO2	37	3
COCCCNC(=O)C[C@H]1C[C@H](C(=O)N2CCCCC2)[C@@]2(CCc3ccccc3)c3[nH]c4cc(CCC(=O)N(C)C)ccc4c3CCN2C1=O	1	-4
CCNC(=S)NN(c1ccccc1)c1ccccc1	-7	1
Cn1c(=O)c2c(nc(NCCCN3CCOCC3)n2Cc2ccc(Cl)cc2)n(C)c1=O	-5	3
CCN(CC)S(=O)(=O)c1cccc(C(=O)NC(Cc2c[nH]c3ccccc23)c2nnc3n2CCCCC3)c1 (centres undefined)	5	0
O=C(O)CCC(=O)NCc1ccc(F)cc1	1	-4
Cc1ccc2[nH]c(=O)c(CN(CCc3ccccc3)C(=O)N3CCOCC3)cc2c1	0	-4
Cc1cc2c3c(c1)C1(SCC(=O)N1c1ccc(F)cc1)C(=O)N3C(C)(C)CC2C (centres undefined)	-11	-5
COc1ccc(OC)c(-n2cnc3cc(C(=O)O)ccc32)c1	-2	-1
Clc1ccc(Cl)c(-c2nn3c(COc4ccccc4)nnc3s2)c1	5	2
O=C(N1CCOCC1)n1cnc2ccccc21	-4	-6
Clc1cccc(Oc2cnns2)c1Cl	-4	1
COC(=O)C1=CN(CC2CCCO2)C=C(C(=O)OC)C1c1ccsc1 (centres undefined)	8	-4
NS(=O)(=O)c1ccc(CCNC(=O)Nc2ccc(Cl)c(Cl)c2)cc1	0	-1
COc1ccc(CN2CCN(c3ccccn3)CC2)cc1OCc1ccccc1	-4	3
Cc1nc2ccccc2c(=O)n1NC(=O)c1ccco1	-4	-6
Cn1cc([N+](=O)[O-])c(C(=O)Nc2ccc(Br)cn2)n1	29	-3
COc1ccc(CN2CCN(S(=O)(=O)c3ccc(C)cc3)CC2)cc1Br	14	-4
O=C(Nc1nnc(-c2ccc(Cl)cc2)o1)NC1CCCCC1	3	1

Some of the entries so far, bar-delimited.
canonical_smiles | esBAF inh | RAD54 branch
COc1ccc(CN2CCN(c3ccccn3)CC2)cc1OCc1ccccc1 | -4 | 3
Clc1cccc(Oc2cnns2)c1Cl | -4 | 1

Continued:
SMILES	esBAF inh	RAD54 branch
Nc1nonc1-c1noc(-c2ccc(Br)o2)n1	21	-13
O=C(c1ccc2c(c1)OCCO2)N1CCCCC1	-3	3
Cc1ccc(C(=O)Oc2ccc(C(=O)COC(=O)c3cnccn3)cc2)cc1	-6	-1
Cc1cc(C(F)(F)F)nc(SCC(=O)NC2=NC(=O)C(C)S2)n1 (centres undefined)	-3	3
COc1cc(S(=O)(=O)N2CCN(C)CC2)c(OC)cc1Br	-1	0
COc1ccc(CN(CC2CCCO2)C(=O)CN2C(=O)C(C)Oc3ccc(C)cc32)cc1OC (centres undefined)	-3	-2
CC(=O)NC(NC(C)=O)c1ccc(N(C)C)cc1	0	-3
Cc1c(C(=O)OCCN2CCCCC2)oc2ccccc12	3	-4
Cc1noc(C)c1C(=O)Nc1sc2c(c1C(N)=O)CCC2	-1	-7
Cc1nn(-c2ccccc2)c(Cl)c1C1C(C#N)=C(N)Oc2n[nH]c(C)c21 (centres undefined)	11	-7

Individual results from above:
In RAD54 branch, Cc1c(N=Cc2ccco2)c(=O)n(-c2ccccc2)n1C has the entry -12
In esBAF inh, COc1ccc(CN2CCN(c3ccccn3)CC2)cc1OCc1ccccc1 has the entry -4
In esBAF inh, C#CCOCCOCCOCCNc1nc(N2CCN(C(=O)[C@H](CCC(=O)O)n3cc(C(N)CC(C)C)nn3)CC2)nc(N2CCN(C(=O)[C@H](Cc3cc4ccccc4[nH]3)n3cc(C(N)[C@H](C)CC)nn3)CC2)n1 (some centres undefined) has the entry 3

More records:
SMILES	esBAF inh	RAD54 branch
COC(=O)CNC(=O)C(Cc1c[nH]c2ccccc12)NC(=O)OC(C)(C)C (centres undefined)	-2	-4
COc1ccc(N2CCN(C(c3cc4ccc(C)cc4[nH]c3=O)c3nnnn3C3CCCC3)CC2)cc1 (centres undefined)	-5	-2
C=C(C)CNC(=S)/N=c1\scc(C)n1CC	0	-24
O=C(CSc1nnc(-c2ccc(O)cc2)n1Cc1ccco1)c1cccs1	3	6
Cc1ccc(SCCCn2cncn2)cc1	8	8
N#Cc1ccc(NC(=O)CCc2ccc(S(=O)(=O)N3CCOCC3)cc2)cc1	-8	12
CCOc1ccc(C(=O)c2cccs2)cc1	48*	0
COc1ccc(CCNC(=O)c2ccc(=O)[nH]n2)cc1OC	-3	7
O=C(Cn1c(=O)sc2ccccc21)Nc1ccccc1	17	-2
CN1CCOCCOCCN(C)C1=O	12	-7

In the list so far, these contain a CF3 group:
SMILES	esBAF inh	RAD54 branch
Cc1ccc(Cc2c(-c3ccc(C)cc3)nc3c(Cl)cc(C(F)(F)F)cn23)cc1	7	-5
Cc1cc(C(F)(F)F)nc(SCC(=O)NC2=NC(=O)C(C)S2)n1 (centres undefined)	-3	3

Compound activity deposited in PubChem BioAssay by Broad Institute.
